HTR5A inv ctr = inverse agonist of human HTR5A in OPRM1-OPRD1 counter-screen; P47898; HTR5A cell line, luminescence, inverse agonism; inhibition, % at 9.3 µM; actives 0.083% (n = 340,000); AID 504634; in the data active = inhibition mostly above about 23%, no sharp cut-off; inactive = mostly below about 18%;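 also: 0% = cells with DMSO and 100% = no-cell wells with DMSO; some compounds called inactive have numbers as strong as hits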
V-ATPase pHluor = alters yeast V-ATPase proton transport. response, % at 10 µM. S. cerevisiae, pHLuorin cytosolic pH fluorescence. actives 0.37% (n = 350,000); in the data active = response mostly above about 7.3%, no sharp cut-off; inactive = mostly below about 5.4%; also: actives read high; inactives centre near 0; some compounds called inactive have numbers as strong as hits; reference of the scale not given here
RTF Ca sens act = increases calcium sensitivity of human cardiac regulated thin filaments. actives 0.24% (n = 340,000). P19429+P45379. AID 493008. activation, % at 7.2 µM. IANBD-labeled TnC RTF fluorescence at EC20 calcium; 0% EC20 calcium, 100% full calcium;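 active = activation above the mean over all tested compounds plus 3 SD, cut at about 30% in these data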;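 also: rise in fluorescence read as greater calcium sensitivity of cardiac thin filaments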
OPRM1-OPRD1 inv = mu-delta opioid heterodimer inverse agonism | actives 0.21% (n = 340,000) | P35372+P41143 | cell-based MOR-DOR heterodimer luminescence | inhibition, % at 9.3 µM; in the data active = inhibition above about 22%, passing the limit was not always enough;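 also: 0% = cells with DMSO and 100% = wells without cells with DMSO; values of inactives mirror those of a sister screen read the other way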
Target sequence (P35372 whole entry, looked up): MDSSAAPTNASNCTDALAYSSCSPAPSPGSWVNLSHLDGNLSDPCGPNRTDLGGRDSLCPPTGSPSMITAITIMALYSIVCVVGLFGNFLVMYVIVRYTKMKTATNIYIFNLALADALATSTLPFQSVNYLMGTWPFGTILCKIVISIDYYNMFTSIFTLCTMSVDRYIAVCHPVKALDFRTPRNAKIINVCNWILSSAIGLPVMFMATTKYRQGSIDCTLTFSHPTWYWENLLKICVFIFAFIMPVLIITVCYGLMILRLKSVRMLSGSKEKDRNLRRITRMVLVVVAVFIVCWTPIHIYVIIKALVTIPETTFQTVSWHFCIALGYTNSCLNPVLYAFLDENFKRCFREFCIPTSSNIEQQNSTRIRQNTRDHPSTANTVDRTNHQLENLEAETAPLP
Target sequence (P41143 whole entry, looked up): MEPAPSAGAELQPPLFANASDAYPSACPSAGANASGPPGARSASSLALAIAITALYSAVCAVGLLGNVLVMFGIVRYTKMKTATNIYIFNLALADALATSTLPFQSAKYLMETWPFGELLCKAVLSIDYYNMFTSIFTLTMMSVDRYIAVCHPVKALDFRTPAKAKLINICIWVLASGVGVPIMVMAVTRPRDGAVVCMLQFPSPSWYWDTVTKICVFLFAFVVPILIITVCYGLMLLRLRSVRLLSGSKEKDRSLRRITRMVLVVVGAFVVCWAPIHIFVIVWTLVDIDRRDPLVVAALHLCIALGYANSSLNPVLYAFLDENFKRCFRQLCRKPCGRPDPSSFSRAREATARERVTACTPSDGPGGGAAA
OPRM1-OPRD1 ag = OPRM1-OPRD1 heterodimerization agonism | cells, luminescence | activation, % at 9.3 µM | P35372+P41143 | actives 0.3% (n = 340,000) | AID 504326; in the data active = activation above about 18%;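 also: 0% = vehicle-treated cells and 100% = reference agonist; values of inactives mirror those of a sister screen read the other way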
HTR5A ag ctr = HTR5A agonism, opioid heterodimer counter-screen. AID 504692. actives 0.61% (n = 340,000). activation, % at 9.3 µM. HTR5A agonist assay, luminescence, cell-based. P47898; in the data active = activation mostly above about 9.5%, no sharp cut-off; inactive = mostly below about 7.6%;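 also: 0% = cells with vehicle only and 100% = reference agonist; strong numbers were not always called active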
Keap1-Nrf2 PPI = disrupts human Keap1 binding to Nrf2 peptide; Q14145; Keap1 Kelch-Nrf2 peptide fluorescence polarization, 1536-well; inhibition, % at 9.4 µM; actives 0.15% (n = 340,000); AID 504523; in the data active = inhibition above about 12%;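 also: human Keap1 Kelch domain with fluorescein labeled Nrf2 9mer peptide probe; 0% = neutral control wells and 100% = peptide positive control; higher means more block of Keap1 binding to Nrf2 peptide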
LANA DNA inh = blocks KSHV LANA C-terminal domain binding to DNA | MBP-C-LANA/FAM-LBS DNA binding, fluorescence polarization | actives 0.078% (n = 340,000) | inhibition, % at 9 µM;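 active = highest replicate inhibition at or above 60% at 9 µM, even if other replicates fall short; inactive = all replicates below 60% inhibition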;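 also: 0% = neutral control wells and 100% = 4 µM acridine orange control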
CAL-PDZ inh HTS = CAL PDZ (human) peptide binding inhibition. Q9HD26. purified CAL PDZ, TMR-peptide fluorescence polarization, 1 h. inhibition, % at 24.9 µM. actives 0.92% (n = 300,000). AID 602252;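 active = mean inhibition of at least 30% with at least half of replicates also reaching 30%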;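 also: 0% = DMSO neutral control and 100% = excess unlabeled competitor peptide PRC23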
RTF Ca sens inh = cardiac RTF calcium desensitization | P19429+P45379 | IANBD-labeled cardiac RTF, Ca2+ fluorescence | inhibition, % at 7.15 µM | actives 0.12% (n = 340,000) | AID 493244;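 active = inhibition above the mean inhibition of all tested compounds plus 3 SD, cut at about 17% in these data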;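 also: assay run at fixed EC70 calcium of 1.6 mM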
* = called active by the depositor; · = no result given. Compounds were not picked by outcome; any-hit rate near 2.8%.

SMILES | HTR5A inv ctr | V-ATPase pHluor | RTF Ca sens act | OPRM1-OPRD1 inv | OPRM1-OPRD1 ag | HTR5A ag ctr | Keap1-Nrf2 PPI | LANA DNA inh | CAL-PDZ inh HTS | RTF Ca sens inh
COc1ccc(CCNC(=O)c2n[nH]c3ccccc23)cc1 | -22 | -4 | 1 | -2 | 0.3 | 6 | 4 | 2.0 | -8 | -3
COc1ccc(-n2c(=O)c3c4c(sc3n3cnnc23)CC(C)CC4)cc1 (configuration not stated) | -2 | 3 | -1 | 15 | -3.1 | 1 | -1 | 0.8 | -5 | -8
CN(c1ccccc1)S(=O)(=O)c1cccc(NC(=O)COc2cccc([N+](=O)[O-])c2)c1 | 5 | 0 | 3 | -14 | 3.5 | -2 | -2 | -0.7 | 3 | -11
O=C(NC1CCCCC1)C(c1ccc2ncccc2c1)N(Cc1ccco1)C(=O)c1ccc2c(c1)OCCO2 (configuration not stated) | -8 | 2 | -9 | 13 | -2.1 | 11 | -4 | 1.4 | -4 | -8
COc1ccc(CNC(=O)COC(=O)c2sccc2C)cc1OC | -6 | 2 | 2 | 12 | -3.1 | -4 | -1 | -1.5 | -7 | -17
O=C(c1ccccc1)N1CCC(c2nc3c(nnn3Cc3ccccc3Cl)c(=O)[nH]2)CC1 | 5 | -2 | 4 | 6 | -1.1 | 7 | -4 | -0.5 | -3 | -4
Cc1ccccc1C(=O)NCC(=O)NNC(=S)NC(=O)c1ccccc1 | 9 | 1 | 6 | 0 | 0.1 | -2 | 2 | -0.7 | -2 | -15
CCOC(=O)c1cnc2c(C)cccc2c1NCCc1ccc(OC)c(OC)c1 | -3 | -1 | 1 | -2 | 0.4 | 2 | 4 | 1.4 | 1 | -4
CCN(C(=O)COC(=O)CCC(=O)c1ccc(C)cc1)c1c(N)n(Cc2ccccc2)c(=O)[nH]c1=O | 5 | · | -3 | 16 | -4.0 | 3 | -7 | -0.2 | 1 | 6
CC(C)c1ccc(NC2CCCN(C(=O)c3n[nH]c4c3CCC4)C2)cc1 (configuration not stated) | 3 | 4 | 3 | -7 | 1.4 | -1 | 0 | -0.4 | -1 | -1
COc1ccc(CCNC(=O)CCC(=O)c2cccs2)cc1OC | -9 | 1 | -2 | 11 | -1.6 | 3 | -5 | 0.1 | -3 | -21
CCOc1ccc(NC(=O)CCC(=O)N/N=C2\CCCc3ccccc32)cc1 | -7 | 2 | -2 | 5 | -0.9 | 2 | -6 | 1.0 | · | 1
COc1ccc(N=Cc2nc(-c3ccccc3)oc2OC(=O)c2ccccc2)cc1 | 1 | -2 | 4 | -6 | 0.9 | 0 | 1 | 0.4 | -4 | -10
CS(=O)(=O)N1CCN(c2ccccc2NC(=O)c2cccs2)CC1 | 18 | 4 | -5 | 6 | -1.0 | 1 | -1 | -1.8 | -2 | 0
COC(=O)/C(C#N)=C/c1ccc(OC(=O)c2ccccn2)cc1 | 10 | -2 | 6 | 12 | -2.2 | -1 | -8 | -0.7 | -2 | -14
COC(=O)NNC(=O)COc1ccc2ccccc2c1Br | -27 | 1 | 13 | -1 | 0.2 | 5 | 4 | 0.0 | 0 | 0
O=C(Nc1ccccc1F)c1ccccc1-c1ccc(C(F)(F)F)cc1 | -13 | 0 | 11 | -27 | 5.0 | 5 | 2 | 0.5 | -1 | 0
CC(C)=CC1C(C(=O)Nc2ccc(S(=O)(=O)N3CCOCC3)cc2)C1(C)C (configuration not stated) | -38 | -3 | 14 | -25 | 3.9 | 14 | 1 | -1.4 | -3 | -3
COC(=O)c1sccc1NC(=O)CSc1ccccc1NS(=O)(=O)c1ccc(Cl)cc1 | -7 | 7 | -2 | -11 | 1.8 | -2 | -2 | 3.8 | 7 | -2
Nc1nonc1-n1nnc(C(=O)N/N=C/c2cc(Br)ccc2O)c1CSC1=NCCS1 | -4 | -1 | -12 | -8 | 1.6 | 0 | 1 | 2.9 | · | -12
CSc1ccc(Cl)c(C(=O)OCC(=O)NCc2ccco2)c1 | -7 | 1 | -3 | -11 | 1.9 | 3 | -7 | -0.3 | -3 | -9
CCCOc1ccc(C(C)=O)cc1CN1CCOCC1 | -1 | 3 | 15 | -4 | 0.8 | 0 | -5 | 0.5 | -3 | -8
Cc1ccc(S(=O)(=O)N(CC(=O)Nc2ccccc2C(=O)O)c2cccc(Cl)c2C)cc1 | 5 | 0 | 6 | 12 | -2.5 | 1 | -1 | 5.0 | -6 | -9
O=C(c1ccc(Cl)c(S(=O)(=O)N2CCCCCC2)c1)N1CCN(c2ccccn2)CC1 | -90 | 1 | 5 | -12 | 2.2 | 25* | -3 | 0.7 | · | 0
CCOc1cc(C(=O)N=c2sccn2C)cc(Br)c1OC | -11 | 0 | -1 | 4 | -0.7 | -1 | -2 | -2.8 | -4 | -5
O=c1cc([O-])[n+]2c3n1CCCN3CCC2 | 13 | 0 | 1 | 18 | -3.4 | 2 | 1 | -2.2 | -4 | 5
C/C=C(\C)CN1CCC(Oc2ccc(C(=O)NCc3ccccn3)cc2)CC1 | 11 | 0 | 1 | 21 | -4.1 | 6 | -3 | -0.2 | -2 | -1
COc1cccc(C2CCCN2Cc2nc(-c3sccc3C)oc2C)c1 (configuration not stated) | -39 | 0 | 1 | 2 | -0.3 | 0 | -8 | -4.3 | · | 4
Cc1ccccc1Cn1c(C(=O)OC(C)C)cc2c1ccn2C | 2 | 3 | 8 | -38 | 6.6 | 0 | -1 | -0.5 | -2 | 0
Cc1cc(Cl)ccc1C(=O)C1CCCN(C(=O)c2ccc3ncccc3c2)C1 (configuration not stated) | -13 | 4 | 3 | 7 | -1.4 | 2 | -3 | -6.1 | -3 | -12
COc1ccccc1NC(=S)N(Cc1ccco1)Cc1cc2cc(C)c(C)cc2[nH]c1=O | -1 | -4 | -17 | 6 | -1.1 | 5 | -4 | -1.8 | 1 | -3
CC(=O)Nc1ccc(OS(=O)(=O)c2c(C)cc(C)cc2C)cc1 | 7 | 3 | -2 | 9 | -2.0 | 0 | 3 | 0.2 | -2 | -41
COc1cc(C(=O)NCC(c2ccco2)N(C)C)cc(OC)c1OC (configuration not stated) | -4 | -3 | 0 | -76 | 14 | -4 | 1 | 2.1 | 0 | 3
Cc1cc(N2CCN(C)CC2)nc2ccc(NC(=S)NC3CC3)cc12 | -20 | -1 | -2 | -4 | 0.8 | 6 | 1 | -3.7 | -6 | 4
O=C(c1cc2ccccc2oc1=O)N(Cc1ccccc1)Cc1ccc2c(c1)OCO2 | 8 | 4 | -2 | 13 | -2.0 | -1 | -2 | -0.6 | 1 | 0
CC(=O)NC1=NN(C(C)=O)C(C)(c2ccc(Cl)s2)S1 (configuration not stated) | -5 | 4 | -5 | 7 | -1.2 | 2 | -2 | -0.5 | -7 | -1
COc1ccc(C2/C(=C(\O)c3cc(C)ccc3C)C(=O)C(=O)N2CCN(C)C)cc1OC (configuration not stated) | -18 | 10 | 6 | 4 | -0.7 | 0 | 1 | -1.6 | -15 | -14
O=C(c1ccco1)N1CCN(C(=O)C2CCN(S(=O)(=O)c3cccs3)CC2)CC1 | -3 | 2 | 1 | 4 | -0.7 | 0 | -3 | 2.4 | · | -6
CCc1nc(SCC(=O)Nc2ccccc2)c2c(=O)n(C)c(=O)n(C)c2n1 | 25 | -5 | 0 | 17 | -3.2 | -10 | 3 | -0.4 | -3 | 2
C=CCSc1n[nH]c(-c2ccc(OC)cc2)n1 | 11 | 1 | 0 | 8 | -1.4 | -3 | 6 | -0.7 | · | -6

For convenience, some entries already given.
SMILES | HTR5A inv ctr | V-ATPase pHluor | RTF Ca sens act | OPRM1-OPRD1 inv | OPRM1-OPRD1 ag | HTR5A ag ctr | Keap1-Nrf2 PPI | LANA DNA inh | CAL-PDZ inh HTS | RTF Ca sens inh
O=C(c1ccco1)N1CCN(C(=O)C2CCN(S(=O)(=O)c3cccs3)CC2)CC1 | -3 | 2 | 1 | 4 | -0.7 | 0 | -3 | 2.4 | · | -6
CCc1nc(SCC(=O)Nc2ccccc2)c2c(=O)n(C)c(=O)n(C)c2n1 | 25 | -5 | 0 | 17 | -3.2 | -10 | 3 | -0.4 | -3 | 2
C=CCSc1n[nH]c(-c2ccc(OC)cc2)n1 | 11 | 1 | 0 | 8 | -1.4 | -3 | 6 | -0.7 | · | -6

(more compounds)
SMILES | HTR5A inv ctr | V-ATPase pHluor | RTF Ca sens act | OPRM1-OPRD1 inv | OPRM1-OPRD1 ag | HTR5A ag ctr | Keap1-Nrf2 PPI | LANA DNA inh | CAL-PDZ inh HTS | RTF Ca sens inh
Cn1c(=O)n(C)c2cc(NC(=O)CCl)ccc21 | -1 | -3 | 4 | 8 | -1.4 | -2 | 0 | -1.9 | -2 | 3
CC(=O)c1ccc(S(=O)(=O)Nc2cccc(-c3ccc(N4CCOCC4)nn3)c2)cc1 | -31 | -1 | -6 | -17 | 2.7 | 6 | 1 | -1.2 | -19 | -7
O=[N+]([O-])c1ccc(S(=O)(=O)N2CCC3(CC2)OCCN3S(=O)(=O)c2cccs2)cc1 | 4 | -1 | 4 | -46 | 7.2 | -1 | -2 | 0.0 | 0 | -4
O=C1COc2ccc(C(=O)COC(=O)CNC(=O)C3CCCCC3)cc2N1 | 11 | -4 | -5 | 17 | -3.8 | 2 | -2 | -0.2 | -1 | -3
CC(=O)c1ccc(NC(=O)C2CCN(S(=O)(=O)c3cccc4nonc34)CC2)cc1 | -10 | -2 | 1 | 3 | -0.5 | 3 | 0 | -0.1 | -5 | -1
Cn1c(N)c(C(=O)CSc2nnc(-c3ccccc3F)n2C2CC2)c(=O)n(C)c1=O | -19 | -1 | 5 | 3 | -0.6 | 1 | 0 | -1.5 | -7 | -9
CC(C)CCNC(=O)C(CC(C)C)N(Cc1ccc2c(c1)OCO2)C(=O)c1snc(C(N)=O)c1N (configuration not stated) | -6 | 0 | -1 | -8 | 1.5 | 2 | 0 | 0.4 | 0 | -6
COc1ccc(C(=O)Nc2cc(C)nn2-c2ccc(C)cc2)cc1 | 4 | 4 | 7 | 11 | -2.0 | 0 | -1 | -1.6 | -2 | -3
O=C(CCCn1c(=S)[nH]c2ccsc2c1=O)NCCc1ccccc1 | 5 | 1 | -4 | 7 | -1.4 | -1 | 2 | -1.4 | -1 | -5
O=C(C1CC1)N1CCc2cc(S(=O)(=O)NCc3ccccc3)ccc21 | 5 | 5 | 1 | 5 | -1.1 | -1 | 0 | -1.0 | -3 | -17

An excerpt of these results, as tab-separated lines:
SMILES	HTR5A inv ctr	V-ATPase pHluor	RTF Ca sens act	OPRM1-OPRD1 inv	OPRM1-OPRD1 ag	HTR5A ag ctr	Keap1-Nrf2 PPI	LANA DNA inh	CAL-PDZ inh HTS	RTF Ca sens inh
CC(=O)c1ccc(S(=O)(=O)Nc2cccc(-c3ccc(N4CCOCC4)nn3)c2)cc1	-31	-1	-6	-17	2.7	6	1	-1.2	-19	-7
O=[N+]([O-])c1ccc(S(=O)(=O)N2CCC3(CC2)OCCN3S(=O)(=O)c2cccs2)cc1	4	-1	4	-46	7.2	-1	-2	0.0	0	-4
O=C1COc2ccc(C(=O)COC(=O)CNC(=O)C3CCCCC3)cc2N1	11	-4	-5	17	-3.8	2	-2	-0.2	-1	-3
CC(=O)c1ccc(NC(=O)C2CCN(S(=O)(=O)c3cccc4nonc34)CC2)cc1	-10	-2	1	3	-0.5	3	0	-0.1	-5	-1
